# Screening data deposited in PubChem by National Center for Advancing Translational Sciences (NCATS).
# Pf Dd2 inh – qHTS Primary assay for Inhibitors of Plasmodium falciparum Dd2 growth in vitro | P. falciparum Dd2 growth, SYBR Green, 72 h | AID 1347417, 2020 | Potency, µM (top dose mostly 28.9 µM), inactives show at the top dose activity, negative = inhibition, most hits filed as inhibitors | actives 4.3% (n = 120,000); active = well fitted inhibition curve with a large enough effect; inconclusive = small, poorly fitted or top-dose-only effect; inactive = no such curve, though single readings can be large or run the other way;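 note: plate controls were DMSO vehicle for no effect and reference drug for full effect; nearly all actives have a fitted effect of over 65% in size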
#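 Readout: SYBR Green fluorescence, 485 nm excitation, 535 nm emission, after ~16 h lysis at 37C. Before that, Dd2-infected red cells (2.5% hematocrit) grew 72 h with compound, 29 uM top final concentration.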
# * hit, by the source's call; i = inactive; ? = inconclusive; [ ] = another dose, or the depositor's remark. Potency is the fitted concentration of half-maximal effect. Some of the compounds tested (hit frequency here may not be typical).
SMILES	Pf Dd2 inh
O=C(C1CCCCC1)N1CCCC2(COc3ccccc3[S+](=O)([O-])N2)C1 (stereo not given)	2%
COc1ccc(CC(=O)N2CCc3c(nc4cc(-c5ccccc5Cl)[nH]n4c3=O)C2)cc1	?
CSc1nccc(N2CCC(c3nccn3Cc3cccnc3)CC2)n1	-29%
Cc1nnc(SCC(=O)Nc2ccc(N(C)C)cc2)[nH]c1=O	11µM*
CCc1ccccc1NC(=O)Nc1cc(C(=O)NCc2cccc(F)c2)ccc1N1CCCC1	-8%
CCN(C1CCOCC1)C1CN(C(=O)c2c(C)noc2C)C1	7%
C=CCNc1nc(C)nc2c1CCN(C(=O)CNS(C)(=O)=O)CC2	-11%
CCOC(=O)CNC(=O)c1cc(-c2ccc[nH]2)n[nH]1	52%[activator]
CCc1ccc2c(c1)c(=O)c(C(=O)c1ccc(C)cc1)cn2CC(=O)Nc1ccccc1C	-2%
Cc1noc(Cn2c(=O)c3ccccc3n(CC(=O)Nc3ccccc3C(F)(F)F)c2=O)n1	-15%
Cc1noc(C)c1-c1cc2cc(C(C)C)oc2c(NCCN2CCOCC2)n1	10µM*
COc1ccc(C(=O)N2CCC3(CC2)CNC(=O)c2ccccc2O3)cc1	-16%
Cc1nc(-c2ccccc2)cc([C@H]2CN3CC[C@H]2C[C@@H]3CNS(C)(=O)=O)n1	?
CC(C)CCn1c(=O)c2sccc2n2c(CCCC(=O)NC(C)C)nnc12	13%
Cc1ccc(-c2nc3ccccc3n3c(-c4ccccc4)c4c(=O)n(C)c(=O)n(C)c4c23)cc1	62%[activator]
CN(CC(=O)Nc1ccc(F)cc1F)S(=O)(=O)c1ccc(C(=O)N2CCOCC2)s1	35%[activator]
COc1ccc(-c2onc(C)c2C)cc1S(=O)(=O)NCC1CCN(Cc2cc(C)ccc2C)CC1	11µM*
COc1cc(OC)cc(C(=O)Nc2ccc3c(c2)CCCN3C(=O)c2cccs2)c1	i
CC[C@H]1CN(C(=O)N2CCOCC2)CC[C@H]1CC(=O)NCCOC	11%[44.1 µM]
CO[C@H]1C(=O)N(C(C)C)[C@H]1C1CCN(Cc2cccc(C#N)c2)CC1	10µM*
O=C1CC2(CCN([S+](=O)([O-])c3cccc(C(F)(F)F)c3)CC2)Oc2ccccc2N1c1ccccc1	?
O=C1C(N2CCN(S(=O)(=O)Cc3cccc(Cl)c3)CC2)CCN1Cc1cccnc1 (stereo not given)	6%
COc1ccc(OC)c(-c2csc(-c3c(N)c(C(=O)c4ccc(Cl)cc4)n4ccccc34)n2)c1	38%[activator]
CCOc1cc(C(=O)Nc2cccc3cccnc23)cc(OCC)c1OCC	?
N#Cc1cccc(CN2CCOC[C@H](O)C2)c1	-2%[44.1 µM]
COc1cccc(-c2cc(-c3ccccc3OC)nc3c(C)noc23)c1	-15%[44.1 µM]
CCOc1ccccc1C1NC(=O)N(CC(=O)Nc2cccc(C(F)(F)F)c2)C2=C1C(=O)OC2 (stereo not given)	-9%
CC(=O)Nc1ccc(-c2ccc(=O)n3c2[C@@H]2C[C@@H](CN(C(=O)C4CCCCC4)C2)C3)cc1	-24%[44.1 µM]
CC(C)c1ccc(NC(=O)c2ccc(=O)n(Cc3ccccc3)c2)cc1	?
O=C(NCCCc1ccccn1)C1CC(=O)N(C2CC2)C1 (stereo not given)	-8%
CC(C)NC(=O)C1=CC(c2ccc3c(c2)OCO3)=NS(=O)(=O)N1C	-3%
O=C(NCCc1ccncc1)c1coc(COc2ccc(F)cc2Cl)n1	?
CN(C)C[C@@H]1CN(Cc2ccccn2)C[C@H]1NC(=O)c1c[nH]c2ccccc12	6%
Cc1nc2ccccc2n1Cc1cn([C@@H]2CN[C@H](C(=O)O)C2)nn1	-2%
COc1cc(OC)cc(C(=O)N2CCC3(C2)NC(=O)N(Cc2ccc(Cl)cc2)C3=O)c1 (stereo not given)	-16%
O=C(Nc1ccc(F)cc1)c1ccc2cc[nH]c2n1	?
O=Cc1ccc(N2CCN(C(=O)N3CCOCC3)CC2=O)cc1	?
COc1ccc(N2Cc3c(NC4CC4)ncnc3N(C)CC2=O)cc1	36%
CCn1nccc1C(=O)N1CCCn2ccnc2C1c1ccccc1 (stereo not given)	-5%
CC(C)c1noc(-c2cn(C3CCN(C(=O)c4ccc(F)cc4Cl)C3)nn2)n1 (stereo not given)	i
CCN(c1ccccc1)S(=O)(=O)c1ccc(NC(=O)c2cc(=O)c3ccccc3o2)cc1	i
CCN(CC)S(=O)(=O)c1ccc2c(c1)N(CC(=O)NCCCN1CCN(c3cc(C)ccc3C)CC1)C(=O)CO2	?
O=C(NCCC1CCN(Cc2ccccc2)CC1)C1CNCCO1 (stereo not given)	10%
CCOCCCn1c(SCC(=O)Nc2cccc(OC)c2)nc2ccccc2c1=O	?
CC(C)N1C[C@H](O)C[C@H]1c1nnc2n1CCN(C(=O)C1CCOCC1)CC2	-5%
O=C(NC1CC(=O)N(CCc2cccc(Cl)c2)C1)c1ccsc1 (stereo not given)	-4%
Cc1ccc(-c2nnn3c2nc(NCCc2ccc(Cl)cc2)c2ccccc23)cc1	36%[activator]
COc1ccc(Cl)cc1NC(=O)N1CCC(CN2CCCCCC2)CC1	-11%
Cc1cccc(-n2ncc(C(=O)NCc3ccccn3)c2C2CCN(C(=O)OC(C)(C)C)CC2)c1	10µM*
CC(C)(C)OC(=O)N1CCCC(n2c(=O)[nH]c3cccnc32)C1 (stereo not given)	?
O=C(c1nnc(CNC2CCOCC2)n1Cc1ccccc1)N1CCC[C@@H]1c1ccc(Br)cc1	?
COc1ccc(C(=O)N2CCC(n3cc(-c4nc(C5CC5)no4)nn3)C2)cc1 (stereo not given)	i
Cc1nn(-c2ccc3nnc(C)n3n2)c(C)c1CCC(=O)Nc1ccc(OC(F)(F)F)cc1	-13%
CCOc1ccc(CNC(=O)c2ccc3c(c2)nc2n3CCOC2)cc1OC	3%
O=C(O)CCn1ncc2cc(OCC3CCN(C(=O)C4CC4)CC3)ccc21	i
COC(=O)c1ccc(OC)c(CN2C(=O)N(c3ccc(C(C)=O)cc3)S(=O)(=O)c3ccccc32)c1	?
CCOC(=O)C1(Cc2cccc(Cl)c2)CCCN(C(=O)c2csc(C(C)=O)c2)C1 (stereo not given)	i
Cc1nc2scc(CC(=O)Nc3ccc(F)cc3)n2c(=O)c1-c1cc(C)n(-c2ccccc2F)n1	?
Cc1nc(-c2c3n(c(=O)n(Cc4cc(F)ccc4F)c2=O)CCCCC3)no1	7%
O=C(NCc1ccsc1)c1nc(-c2ccc(Cl)cc2)c2cnccn12	?

# Following part
SMILES	Pf Dd2 inh
CN1CCN(C(=O)N2CCC(c3nccn3CC3CC3)CC2)CC1	12%
CNC(=O)[C@@H]1CN(S(C)(=O)=O)C[C@H]1COC	-1%
Cc1cc(C)cc(NC(=O)Cn2c(N3CCCCC3)nc(C)c(C)c2=O)c1	i
N#Cc1cccc(CN2CCCC2=O)c1	267%[activator]
Cc1ccccc1-c1nc(SCC(=O)N(C)c2ccccc2)c2c(=O)n(C)c(=O)n(C)c2n1	-11%
Cc1cc(C)cc(C(=O)NCc2nnc3c(-c4nc(C5CC5)no4)cccn23)c1	i
CCc1ccccc1NC(=O)CN1C(=O)C2CCCN2c2ccc(S(=O)(=O)N(CC)CC)cc21 (stereo not given)	?
Cc1ccc2c(c1)c1c(c(=O)n(-c3ccccc3C)c(=O)n1Cc1cccc(F)c1)n2C	?
COc1ccc(C2NC(=O)N(Cc3nc(C4CCCCC4)no3)C3=C2C(=O)OC3)cc1 (stereo not given)	?
CCn1ccc(C(=O)N2CCC3(CC2)NCCc2c3[nH]c3ccc(OC)cc23)n1	?
O=C(CN1C(=O)CN=C(c2ccccc2)c2ccccc21)Nc1cccc(C(F)(F)F)c1	-9%
CC(C)(C)C(=O)N1C[C@H]2OC(=O)N(CCc3cccc(Cl)c3)[C@H]2C1	6%
CC(C)Cc1cc(CNc2nccc(-c3cc(C(=O)O)ccn3)n2)no1	?
COc1ccc(CCNC(=O)C(=O)Nc2ccc(C)c(C)c2)cc1OC	i
CC(=O)N[C@H]1CN(c2cncc(C(=O)N3CCCC3)n2)C[C@@H]1C1CC1	?
COc1ccc(C(=O)NC2CCCN(c3nc4ncccc4o3)C2)cc1 (stereo not given)	i
CC(C)c1nc2c(c(-c3ccc(Cl)cc3)n1)CN([S+](=O)([O-])c1cccs1)CC2	i
CCC(CC)c1nn2c(=O)cc(COc3ccc(NC(=O)c4cccc(Cl)c4)cc3)nc2s1	2%
N#Cc1ccc(C(=O)N2CCN(S(=O)(=O)c3ccc(F)cc3)[C@@H](C(=O)N[C@H]3CCCNC3=O)C2)cc1	0%
CCOCc1nc(C2CCCN2S(=O)(=O)c2cccs2)no1 (stereo not given)	0%
Cn1c(SCC(=O)Nc2ccccc2)nnc1-c1ccccc1	-18%
O=S(=O)(N[C@@H]1CCOC[C@H]1Oc1ccccn1)c1ccc(Cl)s1	-10%
COc1cc(CNC(=O)c2ccc3c(c2)c(C)c(C)n3Cc2cccc(C)c2)cc(OC)c1OC	?
O=C(NCc1cccnc1)[C@@H]1C[C@@H](O)CN1C1CCN(C(=O)CCc2ccccc2)CC1	-1%
CCO[C@H]1CN(C(=O)C2(c3ccccc3)CCNCC2)C[C@@H]1O	i
O=C(NCC1CCOCC1)c1cnccn1	39%[activator]
CCC(=O)N1CCc2cc(CNS(=O)(=O)c3ccc(Cl)s3)ccc21	-12%
CCCCOc1cccc(C2c3c(oc4ccccc4c3=O)C(=O)N2c2ccccn2)c1 (stereo not given)	42%[activator]
Cc1oc(-c2cccc(C(F)(F)F)c2)nc1CN1CCCC(CO)C1 (stereo not given)	11µM*
COc1ccc2[nH]c(C(=O)N3C[C@@H](Oc4ccccc4)C[C@H]3C(=O)N3CCOCC3)cc2c1	-16%

# 4 of these compounds in another layout:
CCOCc1nc(C2CCCN2S(=O)(=O)c2cccs2)no1 (stereo not given)
- Pf Dd2 inh: 0%

O=S(=O)(N[C@@H]1CCOC[C@H]1Oc1ccccn1)c1ccc(Cl)s1
- Pf Dd2 inh: -10%

CCO[C@H]1CN(C(=O)C2(c3ccccc3)CCNCC2)C[C@@H]1O
- Pf Dd2 inh: i

CCC(=O)N1CCc2cc(CNS(=O)(=O)c3ccc(Cl)s3)ccc21
- Pf Dd2 inh: -12%

# The list continues.
SMILES	Pf Dd2 inh
CCOC1CCN(Cc2ccc(C(=O)Nc3c(C)cccc3C)cc2)CC1	-19%
O=C(c1ccccc1)N1CC(Oc2ccc(F)cc2F)C1	1%
CN(C)C(=O)c1cccnc1OC1CCN(S(=O)(=O)c2cccc(C(F)(F)F)c2)C1 (stereo not given)	-13%
CCCN(CCC)S(=O)(=O)c1ccc(C(=O)Nc2cccc(-c3nc4ccccc4[nH]3)c2)cc1	6%
O=C(COc1ccc(F)cc1)N1CCN(c2cc(-c3ccccc3)[nH]n2)CC1	i
CCCS(=O)(=O)c1c(S(=O)(=O)CCC)c2cc(CC)ccn2c1C(=O)c1ccc(Cl)cc1	?
CCCCNC(=O)c1ccc2c(c1)N(C(=O)c1ccc(OC)cc1)CC2	-24%
CNC(=O)Nc1ccc(C2(C(=O)NC(C)C)CCC2)cc1	10%
COc1ccc(S(=O)(=O)NCC(c2ccco2)S(=O)(=O)c2cccs2)cc1F (stereo not given)	i
Cc1cccc(-n2c(-c3ccco3)nc3c(cnn3-c3ccc(F)cc3)c2=O)c1	i
O=C1c2c(nc(CNCc3cccc(Cl)c3)n2Cc2ccccc2)NCCN1CCOc1ccccc1	?
CN1C(=O)C(CC(=O)NCC2CCCCC2)Sc2ncccc21 (stereo not given)	-15%
Cc1ccc(-n2nc3c(N4CCC(C(=O)N(C)Cc5ccccc5)CC4)nnc(C)c3c2C)cc1	-10%
O=S(=O)(c1cccc(F)c1)N1CCC(OC2CCN(Cc3ccccc3)CC2)CC1	2.8µM*
CNC(=O)C(C)N(C)C(=O)c1coc(COc2ccc3ccc(OC)cc3c2)n1 (stereo not given)	-8%
Cc1ccccc1Nc1c(-c2ccsc2)nc2c(C)cccn12	i
COc1ccc(NC(=O)N[C@H]2[C@H](O)[C@@H](Sc3ccccc3)[C@@H]3OC[C@H]2O3)cc1	-17%[44.1 µM]
CN1C(=O)CC[C@]2(C(=O)NC3CC3)CCCC[C@@H]12	i
O=C(NC(C(=O)N1CCCCC1)C1CCN(C(=O)c2cccs2)CC1)c1ccc2c(c1)OCO2 (stereo not given)	i
CC(=O)N1CC2(CCCN(C3CCCCC3)C2)Cc2ccccc21 (stereo not given)	?
Cc1ccc(-n2ncc3c(NCCC4=CCCCC4)ncnc32)cc1C	-3%
CC(C)CN1C[C@@H](C(=O)O)C[C@@H](C(=O)Nc2ccc(F)cc2)C1	3%
COc1ccc(C(=O)N2CCC(C(=O)N3CCCCCCNC(=O)CC3)CC2)c(OC)n1	10%
Oc1ccccc1CNC[C@H]1O[C@H](Cc2cc(CN3CCCCC3)on2)CC[C@@H]1O	?
CN(CCc1ccccn1)C(=O)COc1ccc(NC(=O)C2CC2)cn1	-3%
COc1ccc(NC(=O)CCC2CCCN(C(=O)c3csc(C(C)=O)c3)C2)cc1Cl (stereo not given)	i
CCc1cc(N2CCC3(CCCN(C)C3=O)C2)nc(N2CCCC2)n1 (stereo not given)	-29%
CCOc1ccccc1NC(=O)CSc1ccc2nc(-c3ccccc3)cn2n1	-27%
CCOc1ccc(C(=O)N(Cc2sccc2C)C2CCS(=O)(=O)C2)cc1 (stereo not given)	-5%
